High-throughput results from PubChem.
GAA inhib: alpha-glucosidase (human) inhibition; P10253; purified human GAA, 4-MU-alpha-glucoside fluorescence; Potency, µM (doses to about 76.9 µM), inactives show at the highest dose activity change, negative = inhibition, actives largely listed as inhibitors; 200,000 tested, 0.005% active; AID 1466;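 note: potency is the fitted concentration of half-maximal effect; plate controls were uninhibited enzyme wells for no effect and no-enzyme background for full effect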
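Human alpha-glucosidase, 4 nM, pre-mixed with test compounds before 400 uM 4-methylumbelliferyl substrate; 20 min room temperature at pH 5.0. Fluorescence read after pH 10 stop; AC50 values from Hill-equation fits.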
aGlu spleen mod: inhibitors or activators of human alpha-glucosidase in spleen homogenate. human spleen homogenate, 4-MU-alpha-glucoside fluorescence. Potency, µM (highest dose often 79.9 µM), inactives show at the top dose activity change, negative = inhibition, most hits filed as inhibitors. 240,000 tested, 0.006% active. AID 2112;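 note: potency is the fitted concentration of half-maximal effect; 0% = enzyme with vehicle and -100% = no enzyme basal signal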
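Enzyme source: human spleen homogenate, 1 ug/well. Buffer 50 mM citric acid/K phosphate pH 5.0, 0.01% Tween-20. 4-MU-alpha-glucoside 1 mM; 37 C x 40 min; NaOH/glycine stop; fluorescence.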
LMNA splice mod: modulators of lamin A splicing. HeLa LMNA splicing GFP/RFP minigene ratio, 48 h. Potency, µM (series often up to 46.1 µM), inactives show at the highest dose ratio change, negative = inhibition, usual class: inhibitors. 200,000 tested, 0.01% active. AID 1487; active = well fitted inhibition curve with a large enough effect in the signal ratio, with a control signal flat, not every such curve was filed as active; inconclusive = small, poorly fitted or top-dose-only effect, or effect the other way, or a change in a side signal; the % refers to the signal ratio; note: potency is the fitted concentration of half-maximal effect; % is set by controls: 0 for no effect and ±100 for the full control effect
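S3 HeLa cells stably expressing lamin A-EGFP splicing minigene plus DsRed2, 600 cells/well, 48 h compound exposure at 37C. Laser-scanning cytometry; analysed as GFP (500-530 nm)/RFP (575-640 nm) total intensity ratio; 0.5% DMSO vehicle.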
GAA glycogen mod: GAA glycogen-cleavage inhibition or activation; recombinant GAA, glycogen substrate, Amplex Red glucose oxidase fluorescence; Potency, µM (doses to about 76.4 µM), for inactives: top-dose activity change, negative = inhibition, usual class: inhibitors; 300,000 tested, 0.38% active; AID 2100;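 note: potency is the fitted concentration of half-maximal effect; 0% = full enzyme reaction and -100% = no-enzyme basal signal; the screen sought inhibitors and activators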
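Recombinant enzyme (4 nM final) with compounds titrated up to 77 uM and bovine liver glycogen (30 ug) in citrate pH 5.0, 0.01% Tween-20, 37 C 40 min. Released glucose detected by Amplex Red/glucose oxidase (Ex 573/Em 610); AC50 from Hill fits.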
HTT ATP protect: protects HTT-Q103 PC12 cells, measured by ATP; PC12 HTT-Q103 induced, cytoprotection, ATP luminescence, 40 h; Potency, µM (highest dose often 56.4 µM), without a hit: cytoprotection (ATP increase), usual class: activators; AID 1471; 230,000 tested, 0.14% active;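 note: potency is the fitted concentration of half-maximal effect; % of control where 0% means no effect; nearly all actives have a fitted effect of over 45% in size; toxic huntingtin expression switched on by the ecdysone agonist tebufenozide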
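ATP quantification (ATPlite) reports survival of PC12 cells in which tebufenozide, 100 nM final, switches on Htt exon 1 with 103 glutamines linked to GFP; compounds are titrated.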
HttQ103 aggreg: reduces HttQ103-GFP aggregates in PC12 cells; PC12 HttQ103-GFP aggregates, Acumen cytometry, 40 h; Potency, µM (top dose mostly 46.1 µM), inactives show at the top dose activity change, negative = inhibition, most hits filed as inhibitors; 220,000 tested, 1.1% active; AID 1688; note: potency is the fitted concentration of half-maximal effect; % is set by controls: 0 for no effect and ±100 for the full control effect; nearly all actives have a fitted effect of over 60% in size
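Aggregates are detected as GFP objects 1–25 µm with signal 6 STDEV over background in lysates of induced PC12 cells. These carry Huntingtin exon 1 with 103 glutamines fused to GFP under an ecdysone promoter; compounds titrated.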
CBFb RUNX1 block: CBF-beta/RUNX1 interaction disruption. AlphaScreen CBFb-His/RUNX1-biotin binding, biochemical. 230,000 tested, under 10 active. Potency, µM (titrated, usually from 59.8 µM), inactives show top-dose activity, negative = inhibition, most hits filed as inhibitors. AID 1477. Q01196+Q13951; note: % of control where 0% means no effect
Target sequence (Q01196 whole entry, looked up): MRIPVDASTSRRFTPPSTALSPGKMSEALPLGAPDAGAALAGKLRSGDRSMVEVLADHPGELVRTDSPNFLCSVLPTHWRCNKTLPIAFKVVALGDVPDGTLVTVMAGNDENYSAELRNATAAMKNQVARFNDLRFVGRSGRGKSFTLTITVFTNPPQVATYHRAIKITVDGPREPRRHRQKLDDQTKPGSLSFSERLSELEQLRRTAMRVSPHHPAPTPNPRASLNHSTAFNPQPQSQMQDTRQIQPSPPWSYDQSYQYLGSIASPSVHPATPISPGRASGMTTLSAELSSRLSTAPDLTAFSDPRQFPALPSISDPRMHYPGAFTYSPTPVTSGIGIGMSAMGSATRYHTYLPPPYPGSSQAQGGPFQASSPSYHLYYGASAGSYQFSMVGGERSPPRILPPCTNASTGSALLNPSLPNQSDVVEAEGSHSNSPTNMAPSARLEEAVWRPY
Target sequence (Q13951 whole entry, looked up): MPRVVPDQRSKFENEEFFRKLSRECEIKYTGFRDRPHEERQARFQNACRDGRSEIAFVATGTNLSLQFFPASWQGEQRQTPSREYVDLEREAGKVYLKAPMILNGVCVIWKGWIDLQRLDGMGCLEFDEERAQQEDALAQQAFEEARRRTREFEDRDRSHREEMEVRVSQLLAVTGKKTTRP
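CBFb-His/RUNX1-biotin, 30 nM each, preincubated 20 min RT; compound 15 min RT; Ni + streptavidin beads 50 ng each, 90 min RT; AlphaScreen read.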
* marks the source's active call; other numbers are inactive results; [ ] = another dose, or the depositor's remark. Unless noted, calls come from the whole dose curve; as a rule, active = well fitted curve in the direction sought with a large enough effect; inconclusive = small, poorly fitted or top-dose-only effect, or another doubt; inactive = no such curve, though single readings can be large; an effect the other way counts as inactive or inconclusive.

Screening COc1ccc(-c2nnc(NC(=O)c3ccc(F)cc3)o2)cc1 returned GAA inhib -5%, aGlu spleen mod -7%, LMNA splice mod inconclusive, GAA glycogen mod -4%, HTT ATP protect 9%[10 µM], HttQ103 aggreg -24% and CBFb RUNX1 block 6%.
Screening CC1CCCC/C1=N\NC(=S)Nc1cccnc1 (stereo not drawn) returned GAA inhib inconclusive, aGlu spleen mod -1%, GAA glycogen mod -19%, HTT ATP protect inconclusive, HttQ103 aggreg 1% and CBFb RUNX1 block -25%.
For CN(C)NC(=O)c1csnc1-c1c(Cl)cccc1Cl the results were GAA inhib 0%, aGlu spleen mod -3%, GAA glycogen mod 3%, HTT ATP protect -13%[10 µM], HttQ103 aggreg 4%[9.22 µM] and CBFb RUNX1 block 3%.
`CC(=O)Nc1ccc(S(=O)(=O)Nc2nnc(CC(C)(C)C)s2)cc1` gave GAA inhib 5%, aGlu spleen mod -1%, LMNA splice mod 11%[46 µM], GAA glycogen mod inconclusive, HTT ATP protect 31%[10 µM], HttQ103 aggreg 19%[9.22 µM] and CBFb RUNX1 block -25%.
Screening COc1ccc(CC(NC(C)=O)C(=O)N2CCN(C(=O)N(C(C)C)C(C)C)CC2)cc1 (stereo not drawn) returned GAA inhib -4%, aGlu spleen mod 0%, LMNA splice mod -7%, GAA glycogen mod 6%, HTT ATP protect -6%[10 µM], HttQ103 aggreg 5% and CBFb RUNX1 block 9%.
Screening Cn1c(=O)n(C)c2cc(/C=N/NC(=O)c3ccc(Cl)cc3)ccc21 returned aGlu spleen mod -7%, GAA glycogen mod 4%, HTT ATP protect 17%[10 µM], HttQ103 aggreg -6%[9.22 µM] and CBFb RUNX1 block 0%.
N#C/C(=C\c1ccc(N2CCCCC2)o1)C(=O)Nc1cccc(Br)c1 was read as GAA inhib 6%, aGlu spleen mod -4%, LMNA splice mod inconclusive, GAA glycogen mod 6%, HTT ATP protect -10%[10 µM], HttQ103 aggreg inconclusive and CBFb RUNX1 block -1%.
`CCCCNc1nc2ccccc2n1CC(=O)Nc1ccc2c(c1)OCCO2` gave aGlu spleen mod 1%, GAA glycogen mod 2%, HTT ATP protect -8%[10 µM], HttQ103 aggreg -23%[9.22 µM] and CBFb RUNX1 block 2%.
For Cc1ccsc1/C=N/n1c(-c2cccnc2)n[nH]c1=S the results were GAA inhib inconclusive, aGlu spleen mod 1%, LMNA splice mod -21%, GAA glycogen mod -10%, HTT ATP protect -29%, HttQ103 aggreg -2% and CBFb RUNX1 block -2%.
Screening Cc1c(NC(=O)CSc2nccn2C)c(=O)n(-c2ccccc2)n1C returned GAA inhib -7%, aGlu spleen mod 5%, LMNA splice mod 4%, GAA glycogen mod 4%, HTT ATP protect -2%, HttQ103 aggreg 12% and CBFb RUNX1 block 1%.
CN1CCN(NC(=S)Nc2ccc(OC(F)F)cc2)CC1 was read as GAA inhib 3%, aGlu spleen mod -3%, GAA glycogen mod -3%, HTT ATP protect -29%, HttQ103 aggreg 20% and CBFb RUNX1 block 15%.
For O=C(O)c1ccc(N=Cc2c(O)ccc3oc4c(c23)CCCC4)cc1 the results were aGlu spleen mod 4%, GAA glycogen mod -4%, HTT ATP protect 7%[10 µM], HttQ103 aggreg -9%[9.22 µM] and CBFb RUNX1 block 16%.

Next part (2 carried over from the part before).
CN1CCN(NC(=S)Nc2ccc(OC(F)F)cc2)CC1 was read as GAA inhib 3%, aGlu spleen mod -3%, GAA glycogen mod -3%, HTT ATP protect -29%, HttQ103 aggreg 20% and CBFb RUNX1 block 15%.
For O=C(O)c1ccc(N=Cc2c(O)ccc3oc4c(c23)CCCC4)cc1 the results were aGlu spleen mod 4%, GAA glycogen mod -4%, HTT ATP protect 7%[10 µM], HttQ103 aggreg -9%[9.22 µM] and CBFb RUNX1 block 16%.
Screening O=C(O)CCc1ccc(-c2cccs2)n1CC(=O)Nc1ccccc1C(F)(F)F returned GAA inhib 3%, aGlu spleen mod -3%, LMNA splice mod -3%[46 µM], GAA glycogen mod -1%, HTT ATP protect -18%, HttQ103 aggreg -15% and CBFb RUNX1 block -2%.
`CN1CCN(c2ccc(NC(=O)c3ccc(-c4ccc(Br)cc4)o3)cc2)CC1` gave GAA inhib -6%, aGlu spleen mod -4%, GAA glycogen mod -16%, HTT ATP protect 7%, HttQ103 aggreg 9% and CBFb RUNX1 block 0%.
Screening C=CCc1cccc(Cl)c1OCCON1C(=O)CCC1=O returned GAA inhib 1%, aGlu spleen mod -5%, LMNA splice mod 4%, GAA glycogen mod 5%, HTT ATP protect 10%, HttQ103 aggreg 8% and CBFb RUNX1 block 4%.
For Cc1ccc(OCc2ccc(C(=O)Nc3ccc(C(N)=O)cc3)o2)c([N+](=O)[O-])c1 the results were GAA inhib -2%, aGlu spleen mod 6%, LMNA splice mod inconclusive, GAA glycogen mod 3%, HTT ATP protect 0%[10 µM], HttQ103 aggreg -7%[9.22 µM] and CBFb RUNX1 block inconclusive.
CCc1ccc(NS(=O)(=O)c2cccs2)cc1 was read as GAA inhib -1%, aGlu spleen mod -2%, LMNA splice mod 18%, GAA glycogen mod -2%, HTT ATP protect 24%[10 µM], HttQ103 aggreg -20% and CBFb RUNX1 block 6%.
`O=C(Nc1cccc2[nH]ncc12)c1ccc(F)cc1` gave GAA inhib 2%, aGlu spleen mod -3%, LMNA splice mod inconclusive, GAA glycogen mod 4%, HTT ATP protect -15%, HttQ103 aggreg 5µM* and CBFb RUNX1 block 2%.
For Cc1ccc2cc(CN(Cc3ccco3)C(=O)c3ccccc3)c(=O)[nH]c2c1C the results were GAA inhib 2%, aGlu spleen mod 3%, LMNA splice mod 6%, GAA glycogen mod -3%, HTT ATP protect -18%, HttQ103 aggreg 9% and CBFb RUNX1 block 5%.
`COc1ccccc1/C=C\C=N\n1c(-c2ccc(Cl)cc2Cl)n[nH]c1=S` gave GAA inhib inconclusive, aGlu spleen mod 2%, LMNA splice mod -9%, GAA glycogen mod 5%, HTT ATP protect 22%[10 µM], HttQ103 aggreg inconclusive and CBFb RUNX1 block inconclusive.
`Cc1ccc(CC(=O)NCCCc2ccccc2)cc1` gave GAA inhib -5%, aGlu spleen mod -9%, LMNA splice mod 8%, GAA glycogen mod -7%, HTT ATP protect 22%, HttQ103 aggreg -8% and CBFb RUNX1 block 1%.
For Fc1ccccc1N1CCN(Cc2cnc(Cl)s2)CC1 the results were GAA inhib 0%, aGlu spleen mod -3%, LMNA splice mod inconclusive, GAA glycogen mod -17%, HTT ATP protect -12%, HttQ103 aggreg 16% and CBFb RUNX1 block 5%.
For Cc1cccc(CSC(=N)N)c1 the results were GAA inhib 7%, aGlu spleen mod 1%, LMNA splice mod 0%, GAA glycogen mod 0%, HTT ATP protect 5%[10 µM], HttQ103 aggreg -6% and CBFb RUNX1 block 1%.
`O=c1oc2cc(Cl)ccc2n1CSc1nc2ccccc2s1` gave GAA inhib 1%, aGlu spleen mod -1%, LMNA splice mod -11%, GAA glycogen mod 1%, HTT ATP protect 15%, HttQ103 aggreg 7%[9.22 µM] and CBFb RUNX1 block 29%.
CCC1=[N+]([O-])C(C)(/C(C)=N\O)N(O)C1(C)C (stereo not drawn) was read as GAA inhib -3%, aGlu spleen mod -12%, LMNA splice mod -1%, GAA glycogen mod inconclusive, HTT ATP protect 19%[10 µM], HttQ103 aggreg -8% and CBFb RUNX1 block 3%.
For COc1ccc(-c2nnc(-c3cccnc3)o2)cc1 the results were GAA inhib -1%, aGlu spleen mod 1%, LMNA splice mod 11%, GAA glycogen mod 10%, HTT ATP protect -1%, HttQ103 aggreg 8% and CBFb RUNX1 block -1%.
`Cc1c(=O)n(OCc2cccc(F)c2)c2ccccc2[n+]1[O-]` gave GAA inhib 3%, aGlu spleen mod -16%, LMNA splice mod -3%, GAA glycogen mod 0%, HTT ATP protect -37%, HttQ103 aggreg 6% and CBFb RUNX1 block -1%.
For CCCS(=O)(=O)N1CCC(C(=O)N2CCOCC2)CC1 the results were GAA inhib -6%, aGlu spleen mod 1%, LMNA splice mod inconclusive, GAA glycogen mod 6%, HTT ATP protect 0%, HttQ103 aggreg 16% and CBFb RUNX1 block 8%.
Screening Cc1ccc(S(=O)(=O)NC(=O)NC(C)(C)C)cc1 returned GAA inhib 0%, aGlu spleen mod -1%, LMNA splice mod 3%, GAA glycogen mod 0%, HTT ATP protect -2%, HttQ103 aggreg 7% and CBFb RUNX1 block 2%.
`COc1ccc(C(O)c2nc3ccccc3n2C(C)C)cc1` (stereo not drawn) gave aGlu spleen mod -3%, GAA glycogen mod 0%, HTT ATP protect -2%[10 µM], HttQ103 aggreg 26%[9.22 µM] and CBFb RUNX1 block 6%.
O=C1CCC/C(=N\NC(=O)COc2ccc(Cl)cc2)C1 was read as GAA inhib 0%, aGlu spleen mod -10%, LMNA splice mod 14%[46 µM], GAA glycogen mod -26%, HTT ATP protect 1%[10 µM], HttQ103 aggreg 7% and CBFb RUNX1 block -4%.
Cc1c(C(N)=O)cc([N+](=O)[O-])cc1[N+](=O)[O-] was read as aGlu spleen mod 2%, LMNA splice mod inconclusive, HTT ATP protect inconclusive, HttQ103 aggreg 15% and CBFb RUNX1 block 13%.
Screening CCOC(=O)Cn1nnc(-c2ccc(SC)cc2)n1 returned GAA inhib -3%, aGlu spleen mod -6%, LMNA splice mod -4%, GAA glycogen mod 1%, HTT ATP protect -6%[10 µM], HttQ103 aggreg 6% and CBFb RUNX1 block 8%.
Screening Cc1cc(C)n(CC(O)COc2ccc3ccccc3c2)n1 (stereo not drawn) returned GAA inhib 8%, aGlu spleen mod 0%, LMNA splice mod 11%[46 µM], GAA glycogen mod 12%, HTT ATP protect -18%[10 µM], HttQ103 aggreg -12%[9.22 µM] and CBFb RUNX1 block 4%.
Screening Cc1cccc(NC(=O)c2cc(-c3ccc(C)s3)nc3ccccc23)n1 returned GAA inhib inconclusive, aGlu spleen mod 19%, LMNA splice mod inconclusive, GAA glycogen mod 1%, HTT ATP protect 21%[10 µM], HttQ103 aggreg inconclusive and CBFb RUNX1 block inconclusive.
Screening Cc1ccccc1OCC(=O)OCC(=O)NCC1CCCO1 (stereo not drawn) returned GAA inhib -3%, aGlu spleen mod -4%, GAA glycogen mod -1%, HTT ATP protect 1%, HttQ103 aggreg -12% and CBFb RUNX1 block -8%.
Screening COc1ccc(NC(=O)OC(CN2CCCCC2)C(F)(F)F)cc1 (stereo not drawn) returned GAA inhib 0%, aGlu spleen mod -12%, LMNA splice mod 9%, GAA glycogen mod 4%, HTT ATP protect -11%, HttQ103 aggreg -14% and CBFb RUNX1 block -2%.
